IDH1 R132H inh – inhibitors of IDH1 R132H reductase, primary screen, biochemical, plate reader, single point; 70,000 compounds, 0.18% hits; diaphorase/resazurin fluorescence, 60 min; inhibition, % at 10 µM; Isocitrate dehydrogenase [NADP] cytoplasmic (Homo sapiens), O75874; in the data active means inhibition above about 34%;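 further: 0% = DMSO and 100% = no enzyme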
Target sequence (O75874 whole entry R132H): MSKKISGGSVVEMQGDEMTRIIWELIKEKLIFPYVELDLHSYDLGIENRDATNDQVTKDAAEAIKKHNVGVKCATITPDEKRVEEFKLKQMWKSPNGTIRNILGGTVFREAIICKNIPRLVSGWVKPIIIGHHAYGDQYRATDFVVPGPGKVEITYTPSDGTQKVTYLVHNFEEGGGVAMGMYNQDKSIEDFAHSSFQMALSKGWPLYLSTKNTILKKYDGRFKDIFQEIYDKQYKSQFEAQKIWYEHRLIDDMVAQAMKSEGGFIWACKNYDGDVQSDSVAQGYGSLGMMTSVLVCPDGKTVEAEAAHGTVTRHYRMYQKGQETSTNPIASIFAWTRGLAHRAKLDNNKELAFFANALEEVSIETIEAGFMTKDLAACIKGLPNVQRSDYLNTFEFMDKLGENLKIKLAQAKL
EZH2 inh – EZH2/PRC2 methyltransferase inhibitors, primary screen, biochemical, DELFIA time-resolved fluorescence, single point; 57,000 compounds, 0.35% hits; AID 651548, 2012; PRC2 H3K27 methylation, DELFIA TRF, 1 h; inhibition, % at 12.5 µM; Histone-lysine N-methyltransferase EZH2 (Homo sapiens), Q15910;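 active means mean inhibition of replicates at least 50% and every single replicate also reaching 50%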;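 further: dimethyl H3K27 on biotinylated H3 21-44 peptide detected by antibody; plate controls were median neutral control wells for no effect and median positive control wells for full effect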
Starred values were filed as active, the others as inactive; nt = no result given.

Every second line gives: IDH1 R132H inh	EZH2 inh
> C[C@@H]1CN([C@H](C)CO)C(=O)Cc2cc(N(C)C)ccc2O[C@H]1CN(C)C(=O)Nc1ccccc1
  0.9	3
> C[C@H]1CN([C@@H](C)CO)C(=O)c2cc(NS(=O)(=O)c3ccc(Cl)cc3)ccc2O[C@H]1CN(C)S(=O)(=O)c1ccccc1
  1.7	nt
> C[C@@H]1CN([C@H](C)CO)C(=O)c2cc(C#Cc3ccc(F)cc3)cnc2O[C@@H]1CN(C)CC1CC1
  -0.6	-30
> COc1cccc2c1C(c1ccc3c(c1O)C(=O)CC(C)C3O)OC2=O (stereo not drawn)
  -0.5	2
> C[C@H]1CN([C@@H](C)CO)C(=O)c2cccc(N(C)C)c2O[C@H]1CN(C)Cc1ccc(C(F)(F)F)cc1
  -0.7	1
> C[C@@H]1CN([C@@H](C)CO)C(=O)Cc2cc(NC(=O)Cc3ccccc3)ccc2O[C@H]1CN(C)S(C)(=O)=O
  3.3	-2
> COc1ccc(NC(=O)Cn2c([N+](=O)[O-])cnc2C)c(OC)c1
  0.5	1
> C[C@@H]1CN([C@H](C)CO)C(=O)c2cccc(NC(=O)Nc3ccccc3)c2O[C@H]1CN(C)C(=O)Nc1ccc(C(F)(F)F)cc1
  2.1	nt
> CC(C)c1cn(CC[C@H]2CC[C@H](NS(=O)(=O)c3ccccc3)[C@H](CO)O2)nn1
  0.1	14
> CCCNC(=O)N(C)C[C@H]1Oc2ncc(C3=CCCC3)cc2C(=O)N([C@@H](C)CO)C[C@@H]1C
  nt	3
> O=C1CS(=O)(=O)C(c2ccccc2)N1c1cccc(Cl)c1 (stereo not drawn)
  nt	-16
> CO[C@@H]1CN(C)C(=O)c2ccc(NC(=O)Nc3c(C)noc3C)cc2OC[C@@H](C)NC[C@H]1C
  0.1	1
> Nc1nc2ccc(OC(F)(F)F)cc2s1
  -0.5	-8
> CCO[C@@H]1OC(C(=O)NCc2ccccc2)=C[C@H](C)[C@H]1CCCO
  nt	8
> CO[C@@H]1CN(C)C(=O)c2cc(NC(=O)C3CC3)ccc2OC[C@@H](C)N(C(=O)c2ccccc2)C[C@H]1C
  0.1	1
> Cc1cccc(-c2nnc(SCC(=O)Nc3cc(C(F)(F)F)cc(C(F)(F)F)c3)n2C)c1
  -0.7	-18
> C[C@@H]1CN([C@H](C)CO)C(=O)c2cc(NC(=O)CCCCCC(=O)Nc3ccccc3N)ccc2O[C@@H]1CN(C)C
  0.4	9
> COC(=O)c1sc(NC(=O)COc2ccc(C(C)C)cc2)c(C#N)c1C
  0.1	13
> Brc1cccc(CNc2nc3ccccc3n2CCN2CCOCC2)c1
  -0.3	-8
> Cc1ccc(S(=O)(=O)N(C)C[C@@H]2Oc3ccc(NC(=O)C4CCCCC4)cc3CC(=O)N([C@H](C)CO)C[C@@H]2C)cc1
  -2.7	nt
> CC(=O)N(C)C[C@@H]1Oc2cc(C#Cc3ccccc3)ccc2S(=O)(=O)N([C@H](C)CO)C[C@@H]1C
  -0.2	nt
> CCc1ccc(C(Nc2ccccn2)c2cc(Cl)c3cccnc3c2O)cc1 (stereo not drawn)
  2.1	nt
> COc1ccccc1-c1cnc2c(c1)C(=O)N([C@H](C)CO)C[C@@H](C)[C@@H](CN(C)C(=O)c1cccnc1)O2
  nt	-3
> C[C@H](CO)N1C[C@H](C)[C@H](CN(C)S(=O)(=O)c2cccs2)Oc2ccc(NC(=O)C3CCCCC3)cc2CC1=O
  1.0	nt
> C[C@@H]1CN([C@@H](C)CO)C(=O)c2cc(NS(=O)(=O)c3cn(C)cn3)ccc2O[C@@H]1CN(C)S(=O)(=O)c1cccs1
  0.0	nt
> CN(C)C(=O)C[C@@H]1CC[C@@H](NC(=O)NC2CCCCC2)[C@@H](CO)O1
  0.1	-5
> O=C(N[C@@H]1CC[C@H](CCNS(=O)(=O)c2ccc(Cl)cc2)O[C@@H]1CO)c1cnccn1
  0.3	6
> Cc1nc(N)sc1-c1nnc(SCC(=O)Nc2ccccc2C(F)(F)F)n1C
  0.2	5
> COCC(=O)N(C)C[C@@H]1Oc2cc(C3=CCCCC3)ccc2S(=O)(=O)N([C@H](C)CO)C[C@@H]1C
  nt	18
> C[C@@H]1CN([C@H](C)CO)C(=O)Cc2cc(N(C)C)ccc2O[C@@H]1CN(C)Cc1ccncc1
  2.1	-8

Every second line gives: IDH1 R132H inh	EZH2 inh
> C[C@H]1CN([C@@H](C)CO)C(=O)c2cc(-c3ccc(C#N)cc3)cnc2O[C@@H]1CN(C)Cc1cccnc1
  0.0	nt
> CO[C@H]1CN(C)C(=O)c2cc(NC(C)=O)ccc2OC[C@H](C)N(C(=O)C2CCC2)C[C@@H]1C
  -0.1	7
> C[C@@H]1CCCCO[C@H](CN(C)Cc2ccncc2)[C@@H](C)CN([C@H](C)CO)C(=O)c2cc(NS(=O)(=O)c3ccccc3)ccc2O1
  8.4	nt
> C/C=C/c1cnc2c(c1)C(=O)N([C@@H](C)CO)C[C@H](C)[C@@H](CN(C)C(=O)Nc1ccc(C(F)(F)F)cc1)O2
  0.5	nt
> Cc1ccc(S(=O)(=O)N(C)C[C@H]2Oc3ccc(NC(=O)C4CCCCC4)cc3C(=O)N([C@@H](C)CO)C[C@H]2C)cc1
  1.4	-14
> COC(=O)c1c(C)nn(C(=O)c2ccc(C)cc2)c1-c1cc(C)on1
  -0.8	-8
> CC(C)NC(=O)Nc1ccc2c(c1)C(=O)N([C@H](C)CO)C[C@H](C)[C@H](CN(C)S(=O)(=O)c1cn(C)cn1)OCCCC[C@@H](C)O2
  0.4	nt
> COc1ccc(OC)c(S(=O)(=O)N(C)CC(=O)O)c1
  0.1	0
> Cc1noc(C)c1S(=O)(=O)Nc1ccc2c(c1)C(=O)N([C@H](C)CO)C[C@@H](C)[C@@H](CN(C)Cc1ccc(Oc3ccccc3)cc1)O2
  0.0	nt
> O=C(C[C@@H]1C=C[C@H](NS(=O)(=O)c2ccc(F)cc2)[C@@H](CO)O1)N1CCc2ccccc2C1
  -0.2	1
> C[C@@H]1CN([C@H](C)CO)C(=O)c2cc(C#Cc3cccnc3)cnc2O[C@@H]1CN(C)C(=O)CC1CC1
  -0.1	8
> NC(=O)C1CCN(C(=O)CSc2ccccn2)CC1
  -0.4	-3
> CC(C)NC(=O)N(C)C[C@@H]1OCCCC[C@H](C)Oc2ccc(NS(C)(=O)=O)cc2C(=O)N([C@H](C)CO)C[C@@H]1C
  1.2	nt
> O=C(NC1CCCCC1)N[C@H]1CC[C@H](CCNS(=O)(=O)c2ccc(Cl)cc2)O[C@@H]1CO
  -0.3	-4
> C[C@H](CO)N1C[C@H](C)[C@H](CN(C)CC2CCCCC2)Oc2ccc(NC(=O)CCN3CCOCC3)cc2C1=O
  1.5	-11
> CN(C)CCCNC(=O)C[C@@H]1CC[C@H](NS(=O)(=O)c2ccccc2)[C@H](CO)O1
  0.1	-3
> C[C@@H]1CN([C@@H](C)CO)C(=O)c2cc(NS(=O)(=O)c3cccs3)ccc2O[C@H]1CN(C)C(=O)Nc1ccc(C(F)(F)F)cc1
  4.6	nt
> CCN(CC)c1ccc(CNc2ccc3c(c2)ncn3C(C)(C)C)cc1
  -3.4	-22
> O=C(Nc1ccc(Cl)cc1)N[C@@H]1CC[C@@H](CCn2cc(C3(O)CCCC3)nn2)O[C@H]1CO
  -0.4	6
> COc1cccc(CNC(=O)C[C@H]2CC[C@H](NC(=O)C3CC3)[C@@H](CO)O2)c1
  -0.2	1
> O=C(NCC[C@H]1CC[C@H](NS(=O)(=O)c2ccccc2)[C@@H](CO)O1)c1cc(Cl)cc(Cl)c1
  0.0	13
> CC1(C)COC(CCC/C=N/NC(=O)CCCCCC(=O)O)OC1
  nt	-3
> C[C@@H]1CN([C@@H](C)CO)C(=O)c2cc(NS(=O)(=O)c3ccccc3)ccc2O[C@@H](C)CCCCO[C@@H]1CN(C)Cc1ccccc1
  -1.2	nt
> C[C@H]1CN([C@@H](C)CO)C(=O)c2cccc(NC(=O)Nc3ccc(F)cc3)c2O[C@@H]1CN(C)C(=O)Nc1ccc(C(F)(F)F)cc1
  1.5	nt
> Cc1ccc(C)c(NC(=O)CSc2n[nH]c(-c3ccncc3)n2)c1
  0.3	-3
> C[C@H]1CN([C@@H](C)CO)C(=O)c2ccccc2-c2ccccc2CO[C@@H]1CN(C)C(=O)Cc1ccccc1
  -0.9	0
> COc1ccc(-c2cnc3c(c2)C(=O)N([C@H](C)CO)C[C@H](C)[C@H](CN(C)Cc2ccc(C(=O)O)cc2)O3)cc1
  0.1	nt
> CO[C@H]1CN(C)C(=O)c2cc(NC(=O)C3CC3)ccc2OC[C@@H](C)N(Cc2cncnc2)C[C@H]1C
  0.2	-2
> C[C@@H]1CCCCO[C@H](CN(C)C(=O)Nc2ccc(C(F)(F)F)cc2)[C@H](C)CN([C@H](C)CO)C(=O)c2cc(NC(=O)CCC(F)(F)F)ccc2O1
  -0.7	nt
> O=C(CSc1nnc(-c2ccncc2)n1-c1ccc(Cl)cc1)Nc1ccc(F)cc1F
  0.4	2

Every second line gives: IDH1 R132H inh	EZH2 inh
> COc1ccc(NC(=O)Cc2nc(-c3cc4ccccc4oc3=O)cs2)cc1
  0.2	0
> O=C(Nc1ccc(-c2nc3ccccc3o2)c(O)c1)c1cc(-n2cnnc2)ccc1Cl
  0.2	nt
> C[C@H](CO)N1C[C@H](C)[C@H](CN(C)C(=O)CC2CC2)Oc2ncc(-c3ccc(C#N)cc3)cc2C1=O
  -1.9	0
> COc1ccc(S(=O)(=O)N[C@H]2C=C[C@H](CC(=O)NCCc3ccncc3)O[C@@H]2CO)cc1
  0.2	-10
> C[C@H]1CCCCO[C@H](CN(C)C(=O)NC2CCCCC2)[C@@H](C)CN([C@@H](C)CO)C(=O)c2cc(NC(=O)Nc3ccc(F)cc3)ccc2O1
  3.3	nt
> COC(=O)CCCCCCC(=O)Nc1ccc(C2OC(CN(C)Cc3ccccc3)CC(c3ccccc3)O2)cc1 (stereo not drawn)
  nt	8
> O=C(N[C@@H]1CC[C@@H](CC(=O)N2CCC(Cc3ccccc3)CC2)O[C@H]1CO)c1cnccn1
  0.1	3
> C[C@@H]1CN([C@@H](C)CO)C(=O)CCCn2cc(nn2)CO[C@@H]1CN(C)Cc1ccc(C(F)(F)F)cc1
  2.3	-1
> COCC(=O)Nc1ccc2c(c1)C(=O)N(C)C[C@@H](OC)[C@@H](C)CN(Cc1ccccc1)[C@H](C)CO2
  0.3	-2
> O=C(NO)c1cccc(C(=O)N/N=C/c2ccccc2OCCO)c1
  -0.4	-2
> CO[C@H]1CN(C)C(=O)c2ccc(NC(=O)c3cnccn3)cc2OC[C@@H](C)N(C(C)=O)C[C@H]1C
  0.1	7
> CC(C)NC(=O)N[C@@H]1CC[C@H](CC(=O)N2CCCCC2)O[C@@H]1CO
  0.5	14
> C[C@H]1CCCCO[C@@H](CN(C)Cc2ccc3c(c2)OCO3)[C@@H](C)CN([C@@H](C)CO)C(=O)c2cc(NC(=O)Nc3cccc4ccccc34)ccc2O1
  -5.3	nt
> O=C(O)c1ccc(/C=N/NC(=O)c2ccccc2O)cc1
  nt	22
> CC(C(=O)Nc1ccc(F)c(F)c1)N(c1ccc(Oc2ccccc2)cc1)S(C)(=O)=O (stereo not drawn)
  -0.4	8
> COCC(=O)N(C)C[C@H]1Oc2cc(C3=CCCCC3)ccc2S(=O)(=O)N([C@@H](C)CO)C[C@@H]1C
  0.4	5
> Cn1c(SCC(=O)Nc2cc(C(F)(F)F)ccc2Cl)nnc1-c1ccc(Br)cc1
  -0.5	-6
> Cc1noc(C)c1NC(=O)N(C)C[C@H]1OCCCC[C@@H](C)Oc2ccc(NC(=O)CCC(F)(F)F)cc2C(=O)N([C@H](C)CO)C[C@H]1C
  2.4	nt
> O=C(C[C@@H]1C=C[C@@H](NC(=O)C2CC2)[C@H](CO)O1)NCC1CC1
  0.1	-6
> COc1ccc([N+](=O)[O-])cc1NC(=O)CN(c1ccccc1Cl)S(C)(=O)=O
  0.2	12
> C[C@H]1CN([C@@H](C)CO)C(=O)Cc2cc(NC(=O)C3CC3)ccc2O[C@@H]1CN(C)C(=O)Nc1ccc(F)cc1
  1.8	nt

Reprinted from the listing, four compounds:
Every second line gives: IDH1 R132H inh	EZH2 inh
> COC(=O)CCCCCCC(=O)Nc1ccc(C2OC(CN(C)Cc3ccccc3)CC(c3ccccc3)O2)cc1 (stereo not drawn)
  nt	8
> O=C(N[C@@H]1CC[C@@H](CC(=O)N2CCC(Cc3ccccc3)CC2)O[C@H]1CO)c1cnccn1
  0.1	3
> C[C@@H]1CN([C@@H](C)CO)C(=O)CCCn2cc(nn2)CO[C@@H]1CN(C)Cc1ccc(C(F)(F)F)cc1
  2.3	-1
> COCC(=O)Nc1ccc2c(c1)C(=O)N(C)C[C@@H](OC)[C@@H](C)CN(Cc1ccccc1)[C@H](C)CO2
  0.3	-2

Some of these compounds in order of molar mass, falling.
Every second line gives: IDH1 R132H inh	EZH2 inh
> C[C@H]1CCCCO[C@@H](CN(C)Cc2ccc3c(c2)OCO3)[C@@H](C)CN([C@@H](C)CO)C(=O)c2cc(NC(=O)Nc3cccc4ccccc34)ccc2O1
  -5.3	nt
> CC(C(=O)Nc1ccc(F)c(F)c1)N(c1ccc(Oc2ccccc2)cc1)S(C)(=O)=O (stereo not drawn)
  -0.4	8
> O=C(Nc1ccc(-c2nc3ccccc3o2)c(O)c1)c1cc(-n2cnnc2)ccc1Cl
  0.2	nt

These rows are one share of the data (hit frequency here may not be typical).
